Insulin prom up: MIN6 insulin promoter up-regulation; MIN6 insulin promoter-GFP reporter, high-content imaging; hits give high values; z-score at 5 µM; 0.3% of 190,000 active;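 active = z-score above 3 at 5 µM with at least 500 cells counted in the well; inconclusive = wells under 500 cells, flagged as cytotoxic or low count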
Dynein cargo inh: dynein cargo transport inhibition. 3617.4 mouse cells, GR-EGFP nuclear translocation imaging; test concentration mostly 20 µM; stimulated with dexamethasone, 1 µM; hits give low values. z-score, hits read low. 0.47% of 220,000 active;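 active = plate z-score of nuclear minus cytoplasmic receptor signal below a set negative limit, without overly bright fluorescence or cell loss, cut at about -3.5 in these data, passing the limit was not always enough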;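 note: z-score of nuclear minus cytoplasmic ring GR-EGFP intensity difference per well; some compounds called inactive have numbers as strong as hits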
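Schedule: 48 h induction, then 1 h compound, then 30 min agonist, 37 °C. Buffer or medium: tetracycline-free induction medium containing charcoal-stripped FBS. Reagent: 1.0 µM final dexamethasone stimulus. Evaluation: nuclear versus cytoplasmic GR-EGFP signal, averaged per well. Signal: high-content fluorescence imaging after fixation.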
M1AAP inhibition: P. falciparum M1AAP inhibitors, biochemical, fluorogenic H-Leu-NHMec substrate, 1536-well (AID 1445). recombinant M1AAP, H-Leu-NHMec fluorogenic kinetic assay; higher % means a stronger effect. inhibition, % at 30 µM; hits with a dose series show IC50 in µM. 0.42% of 220,000 active;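 active = primary inhibition above the hit cutoff, then over 50% inhibition at one or more dose response concentrations, cut at about 23% in these data, passing the limit was not always enough; inconclusive = conflicting primary data, or primary hits not chosen for dose response; inactive = low primary inhibition, or under 50% at every dose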;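 note: plate controls were DMSO full reaction for no effect and no enzyme background for full effect; strong numbers were not always called active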
Yfh1-depleted yeast: mitochondrial function rescue without frataxin homolog – Friedreich's ataxia, plus single-dose screen, dose response (AID 1465); S. cerevisiae Yfh1-off respiration, WST-1 reduction, 72 h; higher fold induction means a stronger effect; fold induction at 50 µM; hits with a dose series show EC50 in µM; 0.074% of 220,000 active;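 active = fold induction of absorbance versus untreated yeast above a set limit, then at least 30% activation at any dose in follow-up; inconclusive = repeats straddling the limit, or above it without dose testing; inactive = fold induction below the set limit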;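 note: activators that raise dye reduction in frataxin-depleted yeast; strong numbers were not always called active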
M17LAP inhibition: P. falciparum M17LAP inhibitors, primary screen, biochemical, fluorogenic H-Leu-NHMec substrate, 1536-well (AID 1619); 0.38% of 220,000 active; recombinant M17LAP, H-Leu-NHMec fluorogenic kinetic assay; higher % means a stronger effect; inhibition, % at 30 µM, or IC50 in µM where a hit was titrated;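 active = compound inhibiting the enzyme by more than half at any dose during confirmatory dose-response retesting; inconclusive = strong single-dose inhibitors picked by rank but not retested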;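 note: plate controls were full reaction with DMSO carrier for no effect and no enzyme background for full effect; strong numbers were not always called active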
MT stabilizer: microtubule stabilizers in HeLa cells; HeLa tubulin immunostaining HCS, 24 h; share of cells brighter than vehicle mean+2SD; % tubulin-high responders, % at 10 µM; 0.83% of 200,000 active; AID 2205;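 active = plate Z-score above 3 for both tubulin-high and condensed-nucleus cell shares, with cell loss under 80%, at 10 µM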;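 note: anti alpha tubulin signal scored within the nucleus-defined area of each cell; some results filed as inactive read as strong as hits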
Hep lipid drop: modulators of hepatic lipid droplet formation. inhibition, % at 6.5 µM. AML12 mouse hepatocytes, oleate lipid droplets, BODIPY imaging. 0.4% of 240,000 active;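 active = lipid droplet intensity inhibited by at least 50%, with more than 500 cells counted; inconclusive = wells with under 300 cells, treated as cytotoxic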
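material = mouse AML12 hepatocyte cell line, fixed after treatment | also added = 100 µM oleic acid challenge | doses = compound at 6.5 µM only | schedule = overnight exposure | technique = Image-based BODIPY and DAPI two-channel analysis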
Autophagy mod: modulators of autophagy; calls only at 10 µM (by protocol); MEF GFP-LC3 puncta imaging; test concentration mostly 10 µM; 0.98% of 190,000 active;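 active = percentage of spot-positive cells more than 3 SD above its plate mean, without a fluorescence outlier flag or 80% toxicity; inconclusive = no clear call, values can overlap the other calls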;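 note: spot-positive cell cutoff set from DMSO-treated cells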
ER stress rescue: protection against thapsigargin-triggered cell killing – 384-well, CSM14.1, ATP luminescence, primary screen (AID 1222) | CSM14.1 thapsigargin-induced death rescue, ATP luminescence; higher % means a stronger effect | cellular ATP content (survival), % at 20 µM; hits with a dose series show EC50 in µM | 190,000 tested, under 10 active;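 active = EC50 below 50 µM in the dose-response confirmation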;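 note: death triggered by thapsigargin at about 15 µM added after 2 h compound pretreatment; cell ATP read after overnight thapsigargin exposure of roughly 18 to 22 hours; normalized against plate controls of thapsigargin alone and 5% DMSO vehicle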
Dynein cargo inh cytoplasmic EGFP: second read-out of Dynein cargo inh, no call of its own (marks repeat the call); z-score; measured here: cytoplasmic GR-EGFP intensity; hits give high values
Dynein cargo inh nuclear GR-EGFP: recorded beside Dynein cargo inh, whose call it bears; z-score; measured here: nuclear GR-EGFP intensity;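 lower value marks the stronger effect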
Dynein cargo inh cell count: recorded beside Dynein cargo inh, whose call it bears; z-score; measured here: cell count per field
Insulin prom up cell count: recorded beside Insulin prom up, whose call it bears; cell count; measured here: cytotoxicity, nuclei count;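 total cells summed across four imaged fields per well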
Hep lipid drop cells 6.5 µM: also measured in Hep lipid drop; calls as there; cell count; measured here: cell count, cytotoxicity flag;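 cells counted across two imaged fields per well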
MT stabilizer Hoechst-high %: further read-out of MT stabilizer, marked with its call; % Hoechst-high responders; measured here: nuclear condensation Hoechst responders;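 share of cells brighter than vehicle mean plus two SD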
MT stabilizer cytotoxicity %: also measured in MT stabilizer; calls as there; toxicity, %; measured here: cytotoxicity by cell density;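 0% = mean cell density of plate MIN control wells and 100% = no cells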
Autophagy mod cell loss 18 h: also measured in Autophagy mod; calls as there; toxicity, %; measured here: cell loss, nuclei count;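 cell loss after 18 h compound exposure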
Numbers without * were called inactive; i = inactive; ? = inconclusive; nt = no result given; & = joins results of further samples.

SMILES,Autophagy mod cell loss 18 h,Autophagy mod,MT stabilizer Hoechst-high %,M1AAP inhibition,MT stabilizer cytotoxicity %,Insulin prom up,Hep lipid drop,M17LAP inhibition,Dynein cargo inh nuclear GR-EGFP,Hep lipid drop cells 6.5 µM,Yfh1-depleted yeast,Dynein cargo inh cell count,ER stress rescue,Insulin prom up cell count,Dynein cargo inh,MT stabilizer,Dynein cargo inh cytoplasmic EGFP
O=S(=O)(Nc1cccc2cccnc12)c1ccc(S(=O)(=O)N2CCCC2)cc1,3,i,2.4,-6%,1.2,0.22,-19,-2%,0.18,746,i,-0.53,0.3%,1234,-0.27,7.5,-0.055
O=C(N/N=C/c1ccc(-c2ccccc2[N+](=O)[O-])o1)[C@H]1C[C@@H]1c1ccccc1,0,i,3.7,9%,10,-0.13,4,-2%,-0.36,615,i,0.7,-0.2%,1286,-0.6,2.7,-0.22
Cc1cc(C(C)(C)C)cc(S(=O)(=O)NCCO)c1C,7,i,1.8,1%,30,0.09,-4,-7%,0.051,740,i,0.041,5.0%,1310,-0.43,1.8,-0.26
CCCSc1nnc(CSc2ncccn2)n1C,5,i,1.5,2%,0.5,nt,35,7%,0.043,719,i,0.26,-2.2%,nt,-0.13,1.3,-0.29
CCOc1ccc(Cl)cc1/C=N/O,7,i,2.4,1%,1.5,-0.84,nt,-5%,-0.16,nt,i,0.054,-1.8%,1159,-0.75,2.5,-0.099
CC1CCCN(C(=O)Cn2c(=O)oc3ccccc32)C1 (centres undefined),-3,i,1.2,0%,7.8,0.06,nt,-9%,-0.27,nt,i,0.59,-0.8%,1136,-0.74,2.4,-0.22
CC(=O)c1c(CC(=O)O)[nH]n(-c2nc3ccccc3s2)c1=O,4,i,1.0,11%,5.3,nt,-8,6%,0.011,757,i,0.66,-2.7%,nt,0.079,1.7,0.48
O=[N+]([O-])c1ccc(NCCCO)c(S(=O)(=O)N2CCOCC2)c1,2,i,2.6,7%,9.6,0.67,-25,15%,-0.68,777,i,0.7,-0.4%,1126,-1.4,2.1,-0.23
Cc1cc(C)nc(NS(=O)(=O)c2ccc(N3Cc4ccccc4C3=O)cc2)n1,-2,i,2.1,22%,5.6,1.4,5,26%,-0.68,659,i,0.82,-3.7%,1418,-0.55,3.1,-0.33
CS(=O)c1ccccc1-c1nc(-c2cc(C(F)(F)F)cc(C(F)(F)F)c2)no1 (centres undefined),5,i,2.3,3%,7.8,-0.62,nt,7%,2.5,nt,nt,-2.2,-0.3%,1550,3,3.1,0.53
S=C(NCc1ccccc1)N1CCN(c2ccccc2)CC1,3,i,1.4,1%,4.3,0.42,1,-1%,0.09,696,i,-0.23,-1.3%,1505,0.2,2.7,-0.35
COc1ccc(OC)c2[nH]c(=O)c(CCNC(=O)CC(C)C)cc12,-1,i,1.3,3%,5.3,-0.2,6,-15%,0.22,645,i,0.92,-2.4%,1784,-0.1,1.8,-0.27
Cc1cc2nc(SCCOC(=O)Nc3ccccc3)nc(C)c2cc1C,-10,i,2.1,-4%,6.0,-0.02,-15,-3%,0.24,684,i,0.31,-2.6%,1217,0.32,2.4,-0.24
COc1ccccc1N1CC=C(c2cccc([N+](=O)[O-])c2)NC1=O,nt,nt,nt,4%,nt,0.43,20,6%,0.08,729,i,1.3,nt,1054,-0.66,nt,-0.21
COc1ccc(CCNC(=O)CCN2C(=O)c3ccccc3C2=O)cc1OC,14,i,1.2,12%,2.6,0.23,-11,5%,0.22,582,i,0.18,-0.2%,1526,-0.31,4.8,-0.28
COc1ccc(S(=O)(=O)N(C(=O)C(C)C)c2ccc3oc(=O)sc3c2)cc1,-2,i,2.4,9%,9.1,0.39,-1,4%,-0.3,799,i,0.46,-0.1%,907,-0.86,1.8,-0.054
CCn1c(-c2nn(-c3ccc(C)cc3)ccc2=O)n[nH]c1=S,7,i,3.9,3%,5.7,0.33,2,4%,0.4,630,i,1.1,-0.6%,1792,-0.67,4.5,-0.33
COc1cccc2sc(NNC(=O)C3=COCCO3)nc12,-3,i,1.9,2%,2.5,nt,0,12%,-0.22,665,i,0.68,-1.2%,nt,-0.77,4.1,0.12
CCn1cc(S(=O)(=O)N2CCN(Cc3ccc(F)cc3)CC2)cn1,16,i,1.9,5%,8.1,-0.09,13,8%,1,686,i,-0.73,0.8%,1624,1.6,1.4,-0.27
CCN(CC)CCNC(=O)c1ccc(NC(C)=O)cc1,15,i,1.8,2%&-2%,2.2,1.4,15&1,2%&10%,0.57&1.2,668&690,i,0.29&-1.2,1.5%,762,0.22&1.1,1.7,-0.15&-0.61
CC1CCN(CCCOc2ccc(Cl)cc2Br)CC1,-5,i,1.7,0%,2.5,-0.19,-4,7%,-0.35,699,i,0.13,-1.6%,1312,-0.65,3.3,0.12
CCCC1C2C(=O)N(c3ccccc3OC)C(=O)C2ON1c1ccccc1 (centres undefined),14,i,2.3,-3%,7.4,-0.45,nt,7%,0.36,nt,i,-0.0023,-1.1%,1329,-0.14,3.7,-0.35
CC(C)NC(=O)COC(=O)c1ccccc1Oc1ccccc1,-15,i,0.9,3%,6.7,0.1,-10,-1%,1.4,717,nt,-1.7,1.1%,905,1.4,2.5,0.42
CCc1c(C)sc(NC(=O)OC)c1C(=O)N1CCOCC1,4,i,1.7,5%,0.1,0.27,nt,2%,0.67,nt,i,0.19,0.5%,1598,0.51,3.1,-0.22
CCc1nnc(NC(=O)CSc2nc(C)cc(C)c2C#N)s1,32,i,1.1,3%,3.3,0.69,3,1%,0.97,683,i,-1.1,-2.3%,1508,1.2,2.8,-0.24
CCN(CC)c1ccc(/C=N/Nc2nc(C)cc(C)n2)c(O)c1,28,i,3.4,-3%,4.6,nt,10,30%,0.96,565,i,-1.3,-3.7%,nt,2,3.7,0.18
O=C(CCNC(=O)c1ccccc1Cl)Nc1ccc(Br)c(C(F)(F)F)c1,-15,i,4.4,8%,9.9,nt,-11,4%,0.1,527,i,-0.56,-3.2%,nt,0.73,4.9,0.036
CCN(CC)S(=O)(=O)c1ccc(/C=C/C(=O)OCC(=O)N(C(C)C)C(C)C)cc1,-4,i,2.5,6%,5.4,-0.44,21,1%,-0.61,707,i,-0.59,0.4%,1302,-0.38,1.5,-0.23
COc1ccc(C(=O)n2c(C)c(CCO)c(=O)n2C)cc1,-5,i,1.4,5%,8.0,-1.1,-4,-4%,-0.46,666,i,-0.25,nt,1307,-0.33,4.4,-0.35
CCSC1(SCC)N=C(N)C2(C#N)C(c3ccccc3)NC3=C(CCC3)C12C#N (centres undefined),0,i,1.9,2%,8.1,-0.58,4,-27%,-0.13,772,i,-0.0029,-0.4%,745,0.12,1.6,-0.17
COCC1CCN(C(=O)c2cc(COc3ccc4ncccc4c3)on2)CC1,-14,i,1.5,-1%,3.7,-0.71,2,1%,-0.62,681,i,0.86,6.7%,1293,-0.88,4.5,-0.32
COc1ccc2c(CC(=O)N(C)CC3COc4ccccc4O3)coc2c1 (centres undefined),19,i,4.3,2%,4.2,0.5,-3,10%,-0.022,770,i,0.29,-0.1%,1143,-0.43,4.4,0.31
COc1cc(N=Nc2cccc(S(N)(=O)=O)c2)c2ccccc2c1N,nt,nt,nt,13%,nt,5.9*,21,4%,-0.1,707,?,-0.077,nt,904*,0.069,nt,0.26

Source: PubChem (several laboratories)
